# MmCpn inh: M. maripaludis TRiC chaperonin inhibition; purified Mm-Cpn ATPase, ADP Transcreener TR-FRET; hit rate 0.031% among 330,000; Potency, µM (highest dose often 76.9 µM), inactives show at the highest dose activity, negative = inhibition, most hits filed as inhibitors; AID 504842; note: potency is the fitted concentration of half-maximal effect; % is set by controls: 0 for no effect and ±100 for the full control effect; nearly all actives have a fitted effect of over 80% in size
#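 25 nM Mm-CPN + cpd, 10 min 37°C; + 10 uM ATP, 30 min 37°C; buffer 30 mM Tris pH 7.4, 100 mM KCl, 5 mM MgCl2, 1 mM DTT; Transcreener ADP HTRF detection 30 min RT.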
# PTHR1 agonist: activates the human parathyroid hormone receptor PTHR1; HEK293 GP2 PTHR1 cells, GloSensor cAMP luminescence, 1 h; hit rate 0.075% among 410,000; Potency, µM (series often up to 115 µM), inactives show at the top dose activation, most hits filed as activators; AID 743266; note: potency is the fitted concentration of half-maximal effect; nearly all actives have a fitted effect of over 55% in size; some results filed as inactive show a strong effect at the top dose; inactives centre near -15; many of its hits are not listed in these tables
# Target sequence (Q03431 whole entry, looked up): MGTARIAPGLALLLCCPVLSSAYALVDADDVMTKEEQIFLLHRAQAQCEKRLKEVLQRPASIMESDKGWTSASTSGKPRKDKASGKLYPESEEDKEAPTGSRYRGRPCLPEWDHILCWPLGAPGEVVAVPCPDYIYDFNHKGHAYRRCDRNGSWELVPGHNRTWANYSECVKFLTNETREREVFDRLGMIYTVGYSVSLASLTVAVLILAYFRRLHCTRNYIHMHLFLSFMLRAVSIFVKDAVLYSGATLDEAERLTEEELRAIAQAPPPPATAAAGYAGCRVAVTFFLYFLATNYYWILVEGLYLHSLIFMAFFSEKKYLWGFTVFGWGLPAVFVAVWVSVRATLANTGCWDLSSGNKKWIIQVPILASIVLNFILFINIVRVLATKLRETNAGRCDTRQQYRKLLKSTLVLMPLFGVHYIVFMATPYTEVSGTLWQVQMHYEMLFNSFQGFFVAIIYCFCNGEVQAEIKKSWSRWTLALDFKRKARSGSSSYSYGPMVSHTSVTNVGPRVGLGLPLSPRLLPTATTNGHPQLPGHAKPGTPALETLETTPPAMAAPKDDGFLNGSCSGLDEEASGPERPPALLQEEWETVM
#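 HEK-293-derived GP2 cells expressing PTHR1 and a GloSensor cAMP reporter, 3,000/well, plated overnight, given luciferin plus IBMX (each 0.5 mM as added) for 1 h at 37 °C, then compound for 1 h at 37 °C. Luminescence was read after 15 min at room temperature.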
# aSyn rescue: alpha-synuclein toxicity inhibition in yeast; Yeast expressing alpha-synuclein, growth rescue, BacTiter-Glo, 24 h; Potency, µM (doses to about 46.1 µM), for the others: top-dose growth rescue (activation), actives largely listed as activators; hit rate 0.14% among 370,000; AID 652106; note: potency is the fitted concentration of half-maximal effect; % of control where 0% means no effect; nearly all actives have a fitted effect of over 65% in size
#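 Screening used galactose-induced yeast with toxic alpha-synuclein levels, exposed to compound for 24 hr at 30 deg C. Cell growth, read with BacTiter-Glo luminescence, gave the measured signal.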
# pAkt inh: blocks phosphorylation of Akt; AID 651550; activity change, % for hits at 50 µM; Neuro2A IGF-stimulated pAkt S473 HTRF, 20 min; stronger effect = lower value; hit rate 0.32% among 360,000; in the data active = activity change below about -80%; inconclusive = mostly about -51% to -80%; note: % is set by controls: 0 for no effect and ±100 for the full control effect
#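 Neuro2A cells in DMEM with 0.5% FBS, overnight at 37 deg C, given compound at single 50 µM final, then IGF (6 nM final) for 20 min at 37 deg C. Lysed; phospho-Akt Ser473 by HTRF after 24 h, 665/615 ratio.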
# TDP43 rescue: inhibitors of TDP-43 toxicity in yeast; TDP-43 expressing yeast growth rescue, BacTiter-Glo, 24 h; Potency, µM (doses to about 46.1 µM), inactives show at the top dose growth rescue (activation), most hits filed as activators; hit rate 1.8% among 410,000; AID 652104; note: potency is the fitted concentration of half-maximal effect; % of control where 0% means no effect; nearly all actives have a fitted effect of over 50% in size
#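 Yeast expressing TDP-43 (pregrown in raffinose, seeded at OD600=0.02 in galactose medium) exposed to compounds 24 hr at 30 deg C. Growth read by BacTiter-Glo luminescence; rescue of toxicity appears as increased signal.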
# GLP1R cytotox: cytotoxic in the GLP-1 receptor inverse agonist counter-screen; HEK293 cAMP-luciferase reporter cells, luminescence, 24 h; Potency, µM (highest dose often 38.3 µM), inactives show at the top dose activity change, negative = inhibition, actives largely listed as inhibitors; hit rate 0.13% among 410,000; AID 624418;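 note: loss of luciferase light is scored as toxicity; potency is the fitted concentration of half-maximal effect; % is set by controls: 0 for no effect and ±100 for the full control effect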
#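 Luminescence readout: signal drop marks cytotoxicity. Plated cells grew 12 h at 37 °C, 5% CO2, received 23 nL compound for 24 h, then got luciferase reagent, read after 12 min at RT.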
# GLP1R inv ag: GLP-1 receptor (human) inverse agonism; P43220; HEK293 GLP-1R CRE-luciferase, luminescence, 24 h; GLP-1R form is constitutively active; Potency, µM (titrated, usually from 38.3 µM), without a hit: at the highest dose activity change, negative = inhibition, hits mostly inhibitors; hit rate 1.6% among 410,000; AID 624417; note: potency is the fitted concentration of half-maximal effect; % is set by controls: 0 for no effect and ±100 for the full control effect; nearly all actives have a fitted effect of over 55% in size
# Target sequence (P43220 whole entry, looked up): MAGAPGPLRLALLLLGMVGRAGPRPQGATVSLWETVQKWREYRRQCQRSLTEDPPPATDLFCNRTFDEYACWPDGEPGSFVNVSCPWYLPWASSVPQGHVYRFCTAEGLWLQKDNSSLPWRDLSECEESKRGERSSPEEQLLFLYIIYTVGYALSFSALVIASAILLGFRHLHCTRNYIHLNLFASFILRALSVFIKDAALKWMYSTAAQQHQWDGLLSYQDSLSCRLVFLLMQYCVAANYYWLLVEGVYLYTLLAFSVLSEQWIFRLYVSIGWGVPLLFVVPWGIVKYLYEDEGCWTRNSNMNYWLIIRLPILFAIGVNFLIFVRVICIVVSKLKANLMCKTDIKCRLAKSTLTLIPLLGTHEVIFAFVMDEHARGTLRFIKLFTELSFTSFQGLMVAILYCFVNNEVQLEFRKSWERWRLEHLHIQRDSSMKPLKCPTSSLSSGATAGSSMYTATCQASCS
#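 HEK293 cells stably co-expressing constitutively active GLP-1R and a cAMP-responsive luciferase reporter were seeded in DMEM with 10% Nu serum, given compounds after 12 h, and incubated 24 h at 37 deg C. Luminescence was then read.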
# Abeta yeast res: restores growth of yeast expressing A-beta42 peptide; Potency, µM (highest dose often 46.1 µM), inactives show at the highest dose growth rescue, actives largely listed as activators; yeast expressing A-beta42, growth rescue, OD600, 48 h; response scale: 0% DMSO, 100% iron-clioquinol control; hit rate 0.063% among 410,000; AID 1347071; note: potency is the fitted concentration of half-maximal effect; nearly all actives have a fitted effect of over 55% in size
#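 Yeast A-beta toxicity model in growth medium with pinned compounds, 48 h at 30 C; growth read as absorbance at 600 nm. Normalized to FeCl3/clioquinol equimolar mix (positive) and DMSO (negative).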
# FUS yeast rescue: suppressors of FUS proteinopathy in yeast; hit rate 0.24% among 390,000; S. cerevisiae FUS-expressing, growth rescue, OD600, 24 h; Potency, µM (titrated, usually from 76.6 µM), inactives show at the top dose growth rescue (activation), hits mostly activators;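 note: potency is the fitted concentration of half-maximal effect; plate controls were DMSO vehicle for no effect and reference control for full effect; nearly all actives have a fitted effect of over 55% in size; some results filed as inactive show a strong effect at the top dose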
#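 Galactose (2%) drives FUS expression in yeast precultured in raffinose; seeding density OD 0.005. Test compounds incubated 24hr at 30C and 99% humidity before absorbance at 600 nm was measured.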
# * = called active by the depositor; i = inactive; u = inconclusive; x = no result given; & = joins results of further samples; [ ] = remark or other dose. Unless noted, calls come from the whole dose curve; as a rule, active = well fitted curve in the direction sought with a large enough effect; inconclusive = small, poorly fitted or top-dose-only effect, or another doubt; inactive = no such curve, though single readings can be large; an effect the other way counts as inactive or inconclusive. Some of the compounds tested; rates above refer to the full screens.
SMILES,MmCpn inh,PTHR1 agonist,aSyn rescue,pAkt inh,TDP43 rescue,GLP1R cytotox,GLP1R inv ag,Abeta yeast res,FUS yeast rescue
Cc1ccc([N+](=O)[O-])cc1-c1[nH]c(-c2ccc(O)c(O)c2)nc1-c1ccccc1,3%,i,0%,i,17%,0%,-21%,-4%,20µM*
CCN1CCN(C(=O)c2cnn(-c3cccc(Cl)c3)c2C2CCN(C(=O)OC(C)(C)C)CC2)CC1,x,u,x,x,10%,6%,5%,-6%,-10%
Cc1cc(C)cc(NC(=O)c2ccc(NC(=O)c3ccco3)cc2)c1,0%,i,-5%,i,0%,-24%,u,-9%,5%
CC(C)(C)NC[C@H](O)COc1nsnc1N1CCOCC1,1%&1%,16%&-5%,-3%&-3%&-3%&1%,i,3%&12%,4%&2%&-8%,2%&0%&-11%,-16%&-17%&-15%,-25%&-26%&-41%
CC(C)CNS(=O)(=O)c1ccc(C(=O)Nc2ccc3c(c2)OCO3)cc1,0%,-77%[inhibitor],1%,i,-4%,-5%,14%,9%,-14%
O=c1[nH]cnc2c1nc(NCc1ccccc1)n2C1O[C@@H](CO)[C@H](O)[C@@H]1O (some centres not stated),1%,-22%,-9%,i,-14%,0%,-12%,-16%,26%
O=C(c1ccccc1F)N1CCN(c2ncccn2)CC1,-1%,i,16%,i,16%,5%,8%,7%,11%
O=C(CN1CCOCC1)n1c2c(c3ccccc31)CCCC2,1%,-15%,1%,i,-15%,0%,u,-20%,-15%
COc1ccc(NC(=O)CC2CC3CCC2C3)cn1 (configuration not stated),1%,-1%,0%,i,-17%[0.397 µM],1%,u,-5%,27%
CCC(CC)CN1CCC(CN2CCNC(=O)C2=O)CC1,x,u,-3%,i,-4%,-5%,3%,-16%,-30%
O=C(CNC(=O)c1ccc(F)cc1)NCc1ccc(Cl)cc1,0%,-11%,11%,i,-6%,0%,-27%,-32%,-13%
COc1ccc(-c2cc(NC=O)c3ncc(-c4cccc(C(=O)NCCN(C)C)c4)n3c2)c(OC)c1,x,i,0%,i,20%,-22%,15%,3%,-2%
Fc1ccc(-c2cc(-c3ccccc3)c3c(n2)-c2ccccc2OC3)cc1,x,i,x,x,25%,-5%,-10%,-2%,-1%
CCCCc1nnc(NC(=O)C(C)Sc2nc(C)cc(=O)[nH]2)s1 (configuration not stated),4%,i,2%,i,-4%,11%,0%,0%,-8%
NC(=O)CSc1nnc(NC(=O)c2ccc3ccccc3c2)s1,1%,-19%,0%,i,12%,0%,24%,8%,26%
CC(C)Cc1nc2oc3c(NCc4cccnc4)ncnc3c2c2c1CCC2,-1%,i,x,x,20%,6%,51%[activator],10%,12%
Cn1cc(CN2CCc3sccc3C2)c(-c2ccccc2F)n1,-7%,i,-1%,i,6%,-4%,3%,-4%,2%
CC1CCCN(CCCNC(=O)CN2C(=O)COc3ccccc32)C1 (configuration not stated),1%,16%,5%,i,2%,-4%,-8%,0%,-3%
N#Cc1ccsc1NC(=O)COC(=O)c1ccc2ccccc2c1,-22%,-13%,1%,i,10%,-23%,5%,-5%,6%
COc1ccc(OC)c(S(=O)(=O)N2CCC(C(=O)N(C)Cc3ccccc3)CC2)c1,1%,-2%,14%,i,3%,-1%,-1%,12%,14%
COc1cccc(CNc2ccc3c(c2)ncn3C(C)C)c1OC,-2%,i,-2%,i,17%,-17%,-3%,4%,-16%
Cc1cc(NC(=O)CCC(=O)N(Cc2ccco2)C2(C(=O)NC3CCCC3)CCC(C)CC2)no1 (configuration not stated),2%,-19%,3%,i,-24%,-20%,u,-5%,10%
CN(CC(=O)Nc1c(Cl)cccc1Cl)C(=O)C1CCN(C(=O)Nc2ccccc2)CC1,0%,i,-3%,i,5%,-4%,-3%,-18%,12%
O=C(Nc1ccc(Oc2cccnc2)cc1)C1CCN(Cc2ccccc2)CC1,1%,i,-9%,i,-18%,-4%,u,-2%,20%
CCCCN(Cc1ccccc1)C(=O)C1CCC(=O)N(CCc2ccccn2)C1 (configuration not stated),-2%,0%,3%,i,-3%,-15%,-8%,8%,-3%
O=C(CN1CCC(NC(=O)c2ccco2)CC1)Nc1cccc2ccccc12,0%,-3%,-10%,i,-5%,-7%,-4%,-1%,23%
Cc1ccc(C)c(-n2cc(CN3CCNC(=O)CC3)c(-c3ccccc3)n2)c1,0%,i,0%,i,-15%,-9%,-19%,-8%,-4%
CCN1C(=O)[C@H]2[C@@H](c3ccc(OC)cc3)N3C(=O)CN(CCOC)C(=O)[C@@]3(Cc3ccccc3)[C@H]2C1=O,2%,-3%,-4%,i,-2%,2%,10%,-12%,-14%
CC(C)c1nc2sc3c(SCCN(C)C)ncnc3c2c2c1CCC2,x,-11%,-1%,i,-29%,u,-18%,-36%[inhibitor],3%
O=C(Cn1c(=O)c2cccn2c2ccccc21)NCCc1ccc(Cl)cc1,-2%,i,-2%,i,-16%,3%,2%,-6%,-8%
Cc1ccccc1S(=O)(=O)c1cc(C#N)c(=O)[nH]c1N,-8%,i,-3%,i,-9%[0.397 µM],3%,7%,-4%,-4%
CCOc1ccc(C(C)=O)cc1CN1C(=O)NC2(CCCCCCC2)C1=O,0%,-21%,14%,i,u,0%[0.307 µM],4%[0.307 µM],18%,37%
O=C(NC1CCCCC1)c1ccc2ccccc2c1O,x,-38%[inhibitor],-3%,i,u,-15%,u,4%,-35%
COc1cccc(-n2c(C)nnc2SCC#N)c1,-2%,-23%,-6%,i,-12%,-9%,0%,-6%,3%
Cc1ccc(OCC(=O)N2CCN(c3nnc(-c4ccccc4)c4ccccc34)CC2)cc1,-4%,-21%[57.5 µM],11%,i,23%,u,-4%,3%,u
COc1ccc(N2CCN(CCCNC(=O)c3ccc4nc(CCc5ccccc5)oc4c3)CC2)cc1,x,-20%,x,x,-12%,9%,-14%,-4%,20%
O=C(CSc1nnc(NC(=O)Cc2ccccc2)s1)NCC1CCCO1 (configuration not stated),0%,i,-2%,i,-6%,-3%,5%,-2%,0%
O=C1C(=Cc2ccc(F)cc2)Cc2ccccc21,x,-53%[inhibitor],4%,i,26%,0%,0%,-13%,-17%
CCOCCCN(C(=O)c1snc(C(N)=O)c1N)C(C(=O)NCCC(C)C)c1ccc(F)cc1 (configuration not stated),-4%,i,2%,i,0%,-1%,-10%,1%,18%
Cc1c(C)c2ccc(OCC(=O)NCCN3CCOCC3)c(C)c2oc1=O,1%,u,3%,i,-8%,4%,116%[activator],19%,-11%
C/C(=N\Nc1ccc(C(F)(F)F)cn1)c1ccncc1,1%,-14%,-4%,i,28%,5%[7.66 µM],39%[activator][7.66 µM],14%,1%
COc1ccc(OCC(=O)c2c(O)c3ccccc3oc2=O)cc1,u,18µM*,1%,x,-28%,-1%,0%,-20%,15%
CC(NC(=O)c1ccc(Cn2cc([N+](=O)[O-])cn2)cc1)c1ccccc1 (configuration not stated),1%,-13%,6%,i,28%,7%,3%,9%,-2%
Cc1scc(C(=O)N/N=C/c2ccc(OC(C)C)cc2)c1C,-1%,-23%[57.5 µM],1%,i,8%,2%,u,10%,19%
COc1cccc(C(=O)Nc2ccc3c(c2)CCCN3C(=O)c2cccs2)c1OC,2%,-84%[inhibitor],4%,i,u,-23%&-11%,u,-1%&1%,u
CCCCOC(=O)c1ccc(NC(=S)N2CCN(c3ncc4c(=O)c(C(=O)O)cn(CC)c4n3)CC2)cc1,2%,-46%[inhibitor],-7%,i,9%,-11%,6%,7%,-9%
Cc1csc(NC(=O)c2nc(-c3ccccc3)n(-c3ccccc3)n2)n1,2%,-44%[inhibitor][57.5 µM],-5%,i,10%,4%,-30%,11%,26%
N#Cc1nc(Cc2cccc3ccccc23)oc1N1CCCCC1,0%,i,8%,x,-8%,88%[activator],10µM*,-1%,16%
COc1cccc(NC(=S)N2CCN(c3ccccn3)CC2)c1,0%,i,4%,i,12%,-9%,5%,3%,14%
Fc1ccc(N/N=C/c2ccc(N3CCOCC3)cc2)c(F)c1,3%,-24%,13%,i,18µM*,-4%,u,-5%,10%
CCOC(=O)C1=C(C)OC(=CC=Cc2ccccc2)C1=O,x,-2%,1%,i,-22%,-10%,4%,-13%,0%
O=C(CSc1ncnc2c1cnn2-c1ccccc1)Nc1ccc2c(c1)OCO2,-4%,-71%[inhibitor],-5%,i,-24%,-4%,0%,0%,x
COc1ccc(C2=NCCn3cccc32)c(OC)c1,-1%,1%,-3%,i,-2%,7%,u,-9%,13%
Nc1nonc1-n1nnc(C(=O)N/N=C/c2ccc(Cl)cc2Cl)c1CN1CCOCC1,-1%,-5%,-1%,i,-3%,0%,4%,u,-2%
OCCC1CN(Cc2cccn2-c2ncccn2)CCN1CCc1ccccc1 (configuration not stated),-1%,-20%,-2%,i,3%,0%,-19%,-14%,34%
N#CCC(=O)Nc1ccc(C(=O)OCC(=O)NC(=O)Cc2ccccc2)cc1,-1%,i,0%,i,27%,-4%,14%,26%,18%
C/C(=N\NC(N)=O)c1cccc(Cl)c1,0%,i,-1%,i,-7%,11%,30%,-10%,x

# High-throughput results deposited in PubChem by National Center for Advancing Translational Sciences (NCATS).
